# Source: PubChem BioAssay
# IP6K1 inhibitor – Primary qHTS assay for small molecule inhibitors of Inositol hexaphosphate kinase 1 (IP6K1). Inositol hexakisphosphate kinase 1 (Homo sapiens), Q92551. actives 0.81% (n = 140,000). IP6K1 kinase, ADP-Glo luminescence, 2 h; active compounds read low. AID 1645851, 2021. activity change, % (series mostly up to about 58 µM); in the data active = activity change below about -25%
# Target sequence (Q92551 whole entry, looked up): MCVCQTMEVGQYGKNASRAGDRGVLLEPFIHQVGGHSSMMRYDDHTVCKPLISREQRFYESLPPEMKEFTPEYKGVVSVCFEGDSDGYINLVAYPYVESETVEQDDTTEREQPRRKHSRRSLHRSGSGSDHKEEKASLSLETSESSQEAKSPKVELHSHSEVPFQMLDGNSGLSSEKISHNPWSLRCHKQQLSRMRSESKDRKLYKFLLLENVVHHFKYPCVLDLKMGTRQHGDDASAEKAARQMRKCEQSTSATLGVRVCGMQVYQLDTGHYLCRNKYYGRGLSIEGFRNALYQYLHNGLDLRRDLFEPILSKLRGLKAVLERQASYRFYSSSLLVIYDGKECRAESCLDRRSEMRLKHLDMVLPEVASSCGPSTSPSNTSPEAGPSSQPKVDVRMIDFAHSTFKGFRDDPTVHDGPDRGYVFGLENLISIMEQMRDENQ
#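 ADP-Glo luminescence measures ADP made by human IP6K1 during a 2 h RT reaction with ATP/IP6 (mix at 1.3 mM/130 uM); top library doses 57.5 and 19.1 uM final.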
# NIH3T3 tox – Cytotoxic Profiling in NIH 3T3 Cell Line of Diverse Libraries Using Quantitative High-Throughput Screening. NIH 3T3 viability, CellTiter-Glo ATP luminescence, 48-72 h. Potency, µM (series often up to 96.7 µM), without a hit: top-dose activity change, negative = cytotoxicity, most hits filed as inhibitors. AID 1345082, 2018. actives 4.3% (n = 94,000); also: potency is read from the fitted curve at half-maximal effect; nearly all actives have a fitted effect of over 55% in size
#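 First NIH 3T3 cells are plated at 400 cells/well; next compound is pinned in; then plates incubate 48 or 72 hr at 37 °C; finally CellTiter-Glo is added and luminescence read after 10 min.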
# FLuc inh – Firefly luciferase inhibition profiling of diverse chemical library using quantitative high-throughput screening | actives 2.5% (n = 76,000) | Potency, µM (doses to about 115 µM), for the others: at the highest dose activity change, negative = inhibition, actives largely listed as inhibitors | Luciferin 4-monooxygenase (Photinus pyralis), P08659 | purified P. pyralis luciferase, luminescence, biochemical; also: potency is read from the fitted curve at half-maximal effect; nearly all actives have a fitted effect of over 65% in size
#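 Cell-free enzyme assay, 10nM P. pyralis luciferase, luciferin and ATP each at 10uM. Inhibition profiled over a 6-point titration, read as luminescence.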
# HEK293 viab – GF-AFC viability counterscreen for inhibitors of alpha-synuclein gene (SNCA) expression. HEK-293-SNCA-luc viability, GF-AFC fluorescence, 24 h. Potency, µM (highest dose often 57.1 µM), without a hit: at the top dose activity change, negative = cytotoxicity, hits mostly cytotoxic. actives 0.12% (n = 150,000);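 also: potency is read from the fitted curve at half-maximal effect; 0% = DMSO-treated cells and -100% = medium-only wells without cells; nearly all actives have a fitted effect of over 30% in size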
#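 Cytotoxicity counterscreen: after 24 h compound treatment of genome-edited SNCA-luciferase HEK-293 cells, live-cell protease substrate GF-AFC read by fluorescence after 30 min; activity scaled between DMSO (0%) and medium-only (-100%), curves Hill-fitted.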
# HEK293 tox – Cytotoxic Profiling in HEK 293 Cell Line of Diverse Libraries Using Quantitative High-Throughput Screening; HEK 293 viability, ATP luminescence (CellTiter-Glo), 48-72 h; Potency, µM (top dose mostly 115 µM), inactives show at the top dose activity change, negative = cytotoxicity, most hits filed as inhibitors; actives 6.6% (n = 94,000); also: potency is read from the fitted curve at half-maximal effect; nearly all actives have a fitted effect of over 60% in size
#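 Read-out: CellTiter-Glo ATP luminescence. Cells: HEK 293, 250 cells/well. Exposure: 48 or 72 hr, 37 degree Celsius.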
# GPT2 inhibitor – Primary qHTS assay for inhibitors of Glutamate pyruvate transaminase 2 (GPT2); Alanine aminotransferase 2 (Homo sapiens), Q8TD30; actives 0.25% (n = 100,000); Recombinant GPT2, coupled pyruvate oxidase/HRP Amplex Red fluorescence; Potency, µM (series often up to 57.7 µM), for the others: top-dose activity change, negative = inhibition, hits mostly inhibitors; AID 1671188, 2021; also: potency is read from the fitted curve at half-maximal effect; nearly all actives have a fitted effect of over 60% in size; many of its hits are not listed in these tables
# Target sequence (Q8TD30 whole entry, looked up): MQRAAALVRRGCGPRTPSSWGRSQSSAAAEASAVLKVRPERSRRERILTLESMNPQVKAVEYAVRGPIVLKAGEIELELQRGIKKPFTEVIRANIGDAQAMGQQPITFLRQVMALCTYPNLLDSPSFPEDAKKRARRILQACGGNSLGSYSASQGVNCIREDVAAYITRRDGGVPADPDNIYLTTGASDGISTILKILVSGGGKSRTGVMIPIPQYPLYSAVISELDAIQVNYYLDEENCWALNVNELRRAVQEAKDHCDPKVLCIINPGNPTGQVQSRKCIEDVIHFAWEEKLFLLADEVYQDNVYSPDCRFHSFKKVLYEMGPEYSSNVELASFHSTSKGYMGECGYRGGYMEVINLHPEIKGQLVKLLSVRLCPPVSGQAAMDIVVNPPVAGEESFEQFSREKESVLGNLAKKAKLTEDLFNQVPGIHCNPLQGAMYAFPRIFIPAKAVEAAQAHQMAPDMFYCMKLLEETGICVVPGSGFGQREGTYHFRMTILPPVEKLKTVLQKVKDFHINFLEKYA
#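 GPT2 10ng/uL, a-KG 250uM, L-Ala 2mM, HEPES pH7.5 + 0.0001% Tween; 30 min RT. Then Amplex mix (PO/HRP/ThPP), 30 min RT dark, fluorescence. AOA 50uM used as positive control.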
# SNCA expr inhib – Primary qHTS assay for inhibitors of alpha-synuclein gene (SNCA) expression; HEK-293 SNCA-luciferase knock-in, luminescence, 24 h; actives 0.17% (n = 140,000); Potency, µM (series often up to 57.2 µM), inactives show at the top dose activity change, negative = inhibition, hits mostly inhibitors;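 also: potency is read from the fitted curve at half-maximal effect; plate controls were DMSO cells for no effect and cell-free wells for full effect; nearly all actives have a fitted effect of over 45% in size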
# Active calls of the source: *; i = inactive; ? = inconclusive; . = no result given; [ ] = another dose, or the depositor's remark. Unless noted, calls follow the shape of the dose curve; as a rule, active = well fitted curve in the direction sought with a large enough effect; inconclusive = small, poorly fitted or top-dose-only effect, or another doubt; inactive = no such curve, though single readings can be large; an effect the other way counts as inactive or inconclusive. Unless noted, % is scaled to controls: 0 for no effect and ±100 for the full control effect.
SMILES,IP6K1 inhibitor,NIH3T3 tox,FLuc inh,HEK293 viab,HEK293 tox,GPT2 inhibitor,SNCA expr inhib
CCOC(=O)c1ccc(NS(=O)(=O)c2ccc(Br)s2)cc1,-9.4,.,.,3.3%,.,.,29.1%
CN(C)C/C=C/C(=O)Nc1ccc(C(=O)Nc2cccc(Nc3ncc(Cl)c(-c4c[nH]c5ccccc45)n3)c2)cc1,-3.2,.,.,?,.,4.2%,0.171µM*
CCOC(=O)c1ccc(OC(=O)CCCCCN=C(N)N)cc1,-1.4,.,.,?,.,-6.4%,?
CCOCCC(=O)N1CCC2(CC1)CC(c1ccccc1)C(=O)N2C (centres undefined),5.3,-13.1%,-12.2%,13.3%,-0.3%,i,-9.9%
Cc1cccc(OC(=O)CSc2nnc(CNC(=O)c3ccccc3)o2)c1C,19.9,.,.,5.9%,.,.,-27.7%
COc1ccc(CNC2(Cc3cc(CC(C)C)on3)COC2)cc1,-8.5,-19.5%[174 µM],-2.3%[172 µM],-1.0%[87.6 µM],?,0.0%[88.5 µM],-7.0%[87.6 µM]
COc1ccc(CNC2(Cc3cc(-c4ccc(F)cc4)on3)COC2)cc1,-8.5,?,-13.6%[172 µM],5.5%[87.6 µM],?,?,-25.3%[87.6 µM]
CCOC(=O)C1(Cc2ccccc2Cl)CCN(S(=O)(=O)c2ccccc2)CC1,8.0,-25.9%,0.9%,-8.2%,?,-11.3%,-27.5%
NCC(O)c1ccc(O)c(O)c1 (centres undefined),.,.,.,-4.5%,.,?,16.0%
COc1ccc2c(c1)c(=O)c(C(=O)c1ccc(Cl)cc1)cn2CC(=O)Nc1ccc2c(c1)OCCO2,14.5,.,.,-16.3%,.,.,-2.2%
CCC(C(=O)Nc1ccc(F)cc1F)n1nc(-c2ccccc2)c2c(c1=O)CCCC2 (centres undefined),1.1,.,.,-17.9%,.,.,-18.3%
CCCCC/C(C=O)=C\c1ccccc1,4.6,.,.,-16.7%[23.9 µM],.,i,16.0%[25.6 µM]
Cc1cc(CN(C)C(=O)[C@H]2C[C@@H](C(=O)O)N(C)[C@H]2c2cccc(F)c2F)on1,3.8,2.7%,3.9%,-1.5%,3.5%,-4.0%,4.3%
CN(Cc1cccc(N2CCN(S(=O)(=O)c3c(Cl)cccc3Cl)CC2)c1)S(C)(=O)=O,24.6,?,.,.,?,.,.
COc1ccc(OC)c(-c2noc(CSc3nnc(Cc4ccccc4)n3-c3cccc(C)c3)n2)c1,-9.1,.,.,-28.9%,.,.,?
O=C(N[C@H]1CCN2C(=O)c3cc(-c4cccs4)ccc3NC(=O)[C@H]12)C1CCCC1,-4.7,?,?,-1.8%[87.6 µM],-26.7%[172 µM],i,-3.7%[87.6 µM]
O=C(NCC1CC1)c1cn2cc(-c3ccccc3)sc2n1,-6.0,?,.,7.7%[87.6 µM],100µM*,-15.3%[88.5 µM],148.0%[activator][87.6 µM]
O=C(COc1ccc(Cl)cc1)Nc1ccc2nc(SCC(=O)N3CCCC3)sc2c1,-1.8,.,.,-6.3%,.,.,0.0%
O=C(Nc1ccccc1)Nc1ccc([C@H]2OCC(=O)N(Cc3ccccc3)[C@@H]2CO)cc1,8.8,89.1µM*,?,-14.5%[87.6 µM],70.8µM*,i,17.1%[87.6 µM]
CCOCC(=O)N1CCC(N2C(=O)C3(CCCCC3)C2c2ccccc2)CC1 (centres undefined),-16.7,?,-10.6%,11.6%[12.5 µM],-30.0%,3.1%,-25.9%
Cn1ncc(N2CCC(CNC(=O)c3cn4cccnc4n3)C2)cc1=O (centres undefined),-8.9,-2.8%,6.3%,3.5%,-6.8%,i,49.5%[activator]
O=C(Nc1ccc(-c2cc(C(F)(F)F)nn2-c2ccccc2)cc1)c1cccc(F)c1,-6.3,.,.,?,.,.,?
NC(CCCP(=O)(O)O)C(=O)O (centres undefined),.,.,.,-10.2%,.,i,?
CN(C)[C@@H]1CN(C(=O)c2ccoc2)CC[C@@H]1CO,35.6,-17.2%,-4.4%,15.7%[12.5 µM],-12.4%,i,25.7%
CCc1ccc(-n2c(N3CCN(c4cccc(C)c4C)CC3)nc3ccccc3c2=O)cc1,8.7,.,.,1.8%,.,.,0.3%
O=C(C1CCCCC1)N1C[C@@H]2OCC(=O)N(Cc3ccccn3)[C@@H]2C1,8.5,-17.2%[174 µM],1.2%[172 µM],-1.6%[87.6 µM],-7.5%[172 µM],-6.5%[88.5 µM],-7.6%[87.6 µM]
O=C(NC1(C(F)(F)F)C(=O)Nc2c1c(=O)[nH]c(=O)n2CCc1ccccc1)c1ccc(Cl)cc1 (centres undefined),-17.0,.,.,4.5%,.,.,-11.7%
c1cnc2cc(-c3nc(C4CCOC4)no3)ccc2n1 (centres undefined),-9.7,-22.5%,?,0.2%,-23.7%,i,81.9%[activator]
Cc1cccc(OC[C@H]2C[C@@H](N)[C@H](O)[C@@H]2O)n1,2.8,i,-0.3%[230 µM],-4.0%[87.6 µM],0.8%[230 µM],?,6.6%[87.6 µM]
CCn1ncc(N2CCC(NC(=O)c3ccc(C)s3)CC2)cc1=O,7.4,-12.9%,-3.4%,-8.6%,-14.3%,-2.9%,26.1%
Cc1noc(C)c1CN1CCc2c(n(Cc3cccnc3)n(CCc3ccccc3)c2=O)C1,6.6,?,0.2%,-1.3%,-2.3%,i,-2.9%
O=C(CC1CNCCO1)N1CCN(C(=O)c2ccccc2)CC1 (centres undefined),-0.1,3.9%,-2.0%,7.8%,-7.6%,-11.8%,3.1%
CCOc1ccc(C(=O)NC2CCN(c3cc(-c4ccc(OC)cc4)[nH]n3)C2)cc1OCC (centres undefined),11.0,?,5.8%,-13.2%,?,-17.7%,2.2%
CCNc1oc(-c2ccc(COc3ccc(Cl)cc3)o2)nc1C#N,-4.0,.,.,6.7%,.,.,-10.1%
COC(=O)c1c(NC(=O)c2ccc(S(=O)(=O)N3CCC(C)CC3)cc2)sc2c1CCN(C)C2,-4.0,.,.,-1.2%,.,.,15.0%
O=C(NCc1ccco1)c1ccc(Cn2c(SCc3ccccc3)nc3cccnc32)cc1,-3.3,.,.,?,.,.,63.3%[activator]
CN(C(=O)c1ccccc1)C1CCCc2ccccc21 (centres undefined),-12.2,?,-9.3%[172 µM],-0.1%[87.6 µM],?,i,86.6%[activator][87.6 µM]
O[C@@H]1CN(Cc2ccc(-c3ccn[nH]3)o2)CC[C@H]1c1ccc2c(c1)OCO2,13.1,-29.7%,6.6%,2.2%,-26.6%,?,-17.6%
CCc1ccc(NC(=O)CSC2=Nc3ccccc3C3=NC(CCC(=O)NCc4cccs4)C(=O)N23)cc1 (centres undefined),-14.7,.,.,6.7%,.,.,72.4%[activator]
Cc1ccc(N2CCN(C(=O)NCc3noc4ccccc34)CC2C)cc1 (centres undefined),-18.2,.,.,8.0%,.,.,49.1%[activator]
Cc1cnc(-c2ccccc2)n1CC1CCCN(Cc2ccc(C#N)cc2)C1 (centres undefined),-6.2,?,.,-1.3%,?,-8.9%,16.8%
Cc1ccc(C)c(N2CCN(C(=O)c3noc(-c4ccc[nH]c4=O)n3)CC2)c1,-3.2,-22.4%,-4.1%,-2.6%,?,i,-7.0%
COc1cccc(-c2ccc(C(=O)N3CCC(NC(=O)c4ccc(C)cc4)CC3)cc2)c1,-7.2,-31.8%,.,0.7%[12.5 µM],?,3.8%,-19.7%
O=C(NCc1cccnc1)C1CN(S(=O)(=O)C2CC2)CC12CCCCC2 (centres undefined),41.7,2.6%,-9.5%,4.0%,-21.1%,i,-21.0%
Cc1noc([C@@H]2CN(Cc3ccccc3)C[C@H]2CO)n1,0.7,-9.0%,-0.4%,4.5%,-3.3%,i,-17.1%
COCC(=O)Nc1ccc([C@H]2OCC(=O)N(Cc3ccccc3)[C@@H]2CO)cc1,1.0,-5.6%[138 µM],1.5%[172 µM],7.4%[87.6 µM],1.0%[172 µM],i,9.0%[87.6 µM]
O=C(c1ccc(Cl)nc1)N1CCc2nc(-c3ccc(Cl)cc3)nc(-c3ccccc3)c2C1,-6.4,-19.1%,-8.5%,19.8%,-7.4%,i,19.2%
COCCCN1CCCC2(CCN(C(=O)NCc3cccc(F)c3)C2)C1=O (centres undefined),17.0,0.8%,-1.7%,3.3%,1.2%,-23.0%,-5.5%
NC(=O)c1cccc(-c2cc3c(cn2)CN(CCc2ccccc2)CCN3)c1,37.0,89.1µM*,?,-21.8%[87.6 µM],?,-21.8%[88.5 µM],?
COCCNC(=O)c1cc(-c2ccc(Cl)nc2)nc2c1cnn2C,-4.5,?,.,-15.0%[87.6 µM],?,i,13.0%[87.6 µM]
Nc1ccc(-n2nc(C(F)(F)F)cc2C(F)(F)F)cc1,14.2,.,.,13.6%,.,0.2%,.
CC1=C(C(=O)OC2CCCC2)C(c2c(F)cccc2Cl)CC(=O)N1 (centres undefined),32.8,.,.,2.4%,.,.,-25.6%
Cc1c(C(=O)Nc2c(F)cccc2F)sc2ncn(Cc3ccccc3F)c(=O)c12,1.4,.,.,1.6%,.,.,-25.8%
Cc1nn2c(c1-c1ccccc1N1CCCC1)N(C(=O)C1CCOCC1)CCC2,8.4,?,-11.9%[172 µM],1.6%[87.6 µM],100µM*,i,?
CC(CNC(=O)C1CCN(S(=O)(=O)c2ccc3c(ccn3C)c2)CC1)c1ccccc1 (centres undefined),-10.7,.,.,-2.7%,.,.,7.7%

# Only GPT2 inhibitor, SNCA expr inhib and FLuc inh (2 entries from above):
SMILES	GPT2 inhibitor	SNCA expr inhib	FLuc inh
COCC(=O)Nc1ccc([C@H]2OCC(=O)N(Cc3ccccc3)[C@@H]2CO)cc1	i	9.0%[87.6 µM]	1.5%[172 µM]
O=C(c1ccc(Cl)nc1)N1CCc2nc(-c3ccc(Cl)cc3)nc(-c3ccccc3)c2C1	i	19.2%	-8.5%

# Compounds from the list above that have a furan ring, fused or not (four):
SMILES,IP6K1 inhibitor,NIH3T3 tox,FLuc inh,HEK293 viab,HEK293 tox,GPT2 inhibitor,SNCA expr inhib
CN(C)[C@@H]1CN(C(=O)c2ccoc2)CC[C@@H]1CO,35.6,-17.2%,-4.4%,15.7%[12.5 µM],-12.4%,i,25.7%
CCNc1oc(-c2ccc(COc3ccc(Cl)cc3)o2)nc1C#N,-4.0,.,.,6.7%,.,.,-10.1%
O=C(NCc1ccco1)c1ccc(Cn2c(SCc3ccccc3)nc3cccnc32)cc1,-3.3,.,.,?,.,.,63.3%[activator]
O[C@@H]1CN(Cc2ccc(-c3ccn[nH]3)o2)CC[C@H]1c1ccc2c(c1)OCO2,13.1,-29.7%,6.6%,2.2%,-26.6%,?,-17.6%
